CCR6 antagonist – CCR6 (human) receptor antagonism; CHO-K1 CCR6 PathHunter beta-arrestin, luminescence, CCL20-stimulated; inhibition, % at 20 µM; 340,000 tested, 0.49% active;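 active = compounds whose inhibition of the agonist-driven luminescence signal at 20 µM reaches about 50%, limit read from the data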;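 note: cells stimulated with CCL20 at 14 nM final; plate controls were DMSO with CCL20 for no effect and DMSO without agonist for full effect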
GRIN3A LBD mod – NR3A (human) ligand-binding domain modulation; NR3A LBD differential scanning fluorimetry, Tm shift; 0% = protein alone, 100% = glycine-bound protein; Tm shift relative to glycine control, % at 25 µM; 340,000 tested, 2.5% active;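 active = melting temperature shift of at least 10% of the positive control shift, at one fixed dose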
APOBEC3G inh – APOBEC3G (human) deaminase inhibition; inhibition, % at 20 µM; recombinant A3G, ssDNA deamination FAM/TAMRA fluorescence; Q9HC16; AID 493012; 330,000 tested, 0.28% active;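 active = inhibition of at least 40% at 20 µM, with no more than 30% in the related APOBEC3A deaminase screen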;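 note: plate controls were DMSO wells with A3G for no effect and wells lacking A3G enzyme for full effect; some compounds called inactive have numbers as strong as hits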
Target sequence (Q9HC16 whole entry, looked up): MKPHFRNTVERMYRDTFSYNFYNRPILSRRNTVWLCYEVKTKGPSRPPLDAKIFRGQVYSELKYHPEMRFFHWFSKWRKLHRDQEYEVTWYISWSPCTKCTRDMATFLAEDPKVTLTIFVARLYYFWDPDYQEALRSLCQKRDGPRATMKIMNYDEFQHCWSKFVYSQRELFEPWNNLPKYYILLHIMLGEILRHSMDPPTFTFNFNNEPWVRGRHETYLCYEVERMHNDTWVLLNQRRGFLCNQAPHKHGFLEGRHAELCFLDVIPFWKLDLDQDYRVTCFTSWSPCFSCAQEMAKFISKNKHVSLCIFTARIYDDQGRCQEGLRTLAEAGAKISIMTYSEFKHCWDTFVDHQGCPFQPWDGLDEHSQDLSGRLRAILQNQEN
CXCR6 inh – blocks human CXCR6 beta-arrestin recruitment. O00574. CHO-K1 PathHunter CXCR6 beta-arrestin, luminescence. inhibition, % at 20 µM. 360,000 tested, 0.36% active. AID 602244; in the data active = inhibition above about 34%, passing the limit was not always enough;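 note: antagonist mode with CXCL16 agonist at 10 nM final; 0% = 10 nM CXCL16 with DMSO and 100% = unstimulated wells without agonist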
Gli-Sufu block – Gli-Sufu pathway antagonism; Sufu-KO-LIGHT fibroblasts, Gli luciferase reporter luminescence; inhibition, % at 5 µM; 340,000 tested, 0.74% active;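 active = inhibition above about 55%, limit read from the data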;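 note: 0% = DMSO-treated cells and 100% = wells with medium but no cells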
A3A deaminase – inhibitors of human APOBEC3A DNA deaminase | P31941 | recombinant A3A, FAM/TAMRA ssDNA deamination fluorescence | inhibition, % at 20 µM | 330,000 tested, 0.41% active;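 active = at least 40% inhibition at 20 µM here, with at most 30% in a related deaminase screen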;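 note: plate controls were A3A with DMSO for no effect and wells lacking A3A enzyme for full effect; some results filed as inactive read as strong as hits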
Target sequence (P31941 whole entry, looked up): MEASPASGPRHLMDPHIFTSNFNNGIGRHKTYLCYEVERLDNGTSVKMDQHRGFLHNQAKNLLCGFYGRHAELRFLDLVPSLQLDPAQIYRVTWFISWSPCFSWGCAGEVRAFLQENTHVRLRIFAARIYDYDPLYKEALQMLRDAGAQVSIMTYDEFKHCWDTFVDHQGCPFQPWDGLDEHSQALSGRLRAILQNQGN
MPTP inh – inhibitors of mitochondrial permeability transition pore; isolated mouse mitochondria, Ca2+ swelling absorbance, 30 min; AID 602449; inhibition, % at 10 µM; 360,000 tested, 1.4% active;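 active = inhibition of 50% or more, scaled per plate between neutral and stimulator controls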;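 note: 0% = DMSO wells given calcium and 100% = 1 mM EGTA wells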
EBI2 block – EBI2 (human) antagonism; P32249; EBI2 beta-arrestin recruitment, luminescence, 7a,25-OHC stimulated; inhibition, % at 5 µM; 360,000 tested, 0.81% active; AID 651636; in the data active = inhibition above about 38%;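 note: enzyme fragment complementation signal reports receptor beta-arrestin coupling in cells; 0% = agonist plus DMSO wells and 100% = wells without agonist; some results beyond the cut were filed as inactive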
Target sequence (P32249 whole entry, looked up, the tested form may be a part): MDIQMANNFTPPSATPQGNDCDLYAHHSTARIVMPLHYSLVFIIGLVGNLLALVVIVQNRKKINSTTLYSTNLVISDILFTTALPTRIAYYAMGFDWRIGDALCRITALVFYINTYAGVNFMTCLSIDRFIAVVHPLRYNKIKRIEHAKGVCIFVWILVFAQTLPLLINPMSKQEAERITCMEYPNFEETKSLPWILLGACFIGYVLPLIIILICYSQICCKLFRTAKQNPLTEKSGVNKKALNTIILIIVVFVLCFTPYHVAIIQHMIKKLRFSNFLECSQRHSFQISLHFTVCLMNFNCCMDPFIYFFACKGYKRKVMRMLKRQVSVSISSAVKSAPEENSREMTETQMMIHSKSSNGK
Numbers without * were called inactive; nt = not tested or not shown.

SMILES | CCR6 antagonist | GRIN3A LBD mod | APOBEC3G inh | CXCR6 inh | Gli-Sufu block | A3A deaminase | MPTP inh | EBI2 block
Cc1ccc(Cn2ccnc2C(=O)Nc2ccccc2)cc1 | 7.5 | -1.4 | -0.9 | 4.1 | -40.9 | 3.1 | 0.6 | -9.5
COc1ccc(CNS(=O)(=O)c2c(C(=O)N3CCCCC3)c(C)n(C)c2C)cc1 | 5.6 | 0.3 | -7.0 | 2.8 | 18.2 | -4.4 | -0.3 | 1.6
COc1ccccc1N1CCN(C(=O)Cc2ccc(Cl)cc2)CC1 | 13.3 | -0.2 | -8.2 | 7.8 | -4.7 | -4.5 | 0.2 | 7.5
CCCNC(=O)c1ccc2c(c1)nc(C)n2-c1cccc(C)c1 | 4.6 | 1.5 | 5.1 | -5.9 | -7.9 | 2.9 | -0.2 | -1.2
O=C(CSc1nnc(Cc2ccccc2)n1Cc1ccccc1)NCc1ccco1 | 18.8 | -1.7 | -7.0 | 3.8 | 38.0 | -4.9 | -2.4 | 11.8
COc1ccc(C(=O)Nc2ccccc2C(=O)NCCCn2ccnc2)cc1 | -2.4 | -1.4 | nt | -2.3 | -2.2 | nt | -1.0 | -6.3
CCOc1ccc(N(C)S(=O)(=O)c2cc(-c3cc(C)no3)ccc2OC)cc1 | 1.1 | -6.6 | -5.2 | -1.0 | 13.2 | -4.5 | -0.9 | 12.2
COC(=O)c1nn(-c2ccc(OC)cc2)c(=O)cc1Sc1ccc(C)cc1 | 22.9 | -0.4 | -5.3 | 1.5 | -1.4 | -2.8 | -0.9 | 10.0
C/C=C(\C)CN1CCN(c2ccccc2)CC1 | -7.7 | 0.1 | -3.1 | -1.1 | 5.7 | 2.1 | -0.9 | -5.3
O=C(CN(Cc1ccccc1Cl)S(=O)(=O)c1ccc(Cl)cc1)N/N=C/c1ccc(C(=O)O)cc1 | 7.5 | -9.3 | 12.0 | -1.1 | 12.3 | 2.3 | 0.3 | 2.0
N#CC1=C(SCC(N)=O)NC2=C(C(=O)c3ccccc32)C1c1ccc(Cl)cc1 (centres undefined) | -3.7 | 18.0* | -2.4 | 2.0 | 5.5 | 0.5 | 1.7 | 11.3
Cc1noc(C)c1COc1cccc(C(=O)Nc2ccc3c(c2)OCO3)c1 | 13.7 | 0.2 | -0.7 | -3.9 | -8.1 | 5.6 | 2.5 | -4.5
c1ccc2c(CNn3cnnc3)cccc2c1 | 4.2 | 1.4 | -3.6 | 1.9 | -7.1 | -3.0 | -0.8 | -22.1
COCCNS(=O)(=O)c1ccc(-c2ccc(S(=O)(=O)NCCOC)cc2)cc1 | -1.2 | 0.6 | -4.7 | -0.2 | 2.3 | -1.6 | 1.4 | -5.6
COc1ccc(N(CC(=O)NCCSCc2cccc(Cl)c2)S(C)(=O)=O)cc1 | 17.6 | -0.8 | 10.8 | 4.7 | 6.2 | -0.4 | 0.3 | -2.2
N#Cc1cccc2c1-c1ccccc1/C2=N/NC(N)=O | 8.5 | -2.7 | 1.5 | -18.1 | -7.3 | 0.5 | 0.6 | 7.7
CC(C)N1CCN(Cc2nc3ccccc3s2)CC1CCO (centres undefined) | 11.4 | -4.3 | -1.6 | -11.6 | 2.2 | 1.6 | 3.4 | 0.5
COC(=O)c1ccc(C2C(C(=O)c3ccc(C)o3)=C(O)C(=O)N2c2cc(C)on2)cc1 (centres undefined) | 12.2 | 1.3 | 2.9 | 5.6 | -8.4 | -2.0 | 0.4 | -1.7
Cc1cc(C)c2nc(SC3CCOC3=O)cc(C)c2c1 (centres undefined) | 1.6 | 0.4 | -4.3 | -10.7 | 1.2 | 1.5 | 2.2 | 3.1
Cc1cc(C)nc(NS(=O)(=O)c2ccc(NC(=O)C3CC(=O)N(c4ccccc4)C3)cc2)n1 (centres undefined) | 8.0 | 7.5 | -6.1 | 4.7 | 40.8 | -3.1 | 1.1 | -5.0
COc1ccc(/C=N/NC(=O)c2cc(-c3ccccc3OC(C)C)nc3ccccc23)cc1CN1CCOCC1 | 8.7 | 0.8 | 0.1 | 1.5 | 33.8 | 0.1 | -1.6 | -7.3
COc1ccc(CN2CCN(Cc3c[nH]c4ccccc34)CC2CCO)cc1C (centres undefined) | 4.9 | -0.6 | 23.4 | -6.7 | 14.2 | -2.0 | 0.9 | 1.9
Cc1cc(Cl)ccc1NC(=S)NCCc1ccc(Cl)cc1 | 24.7 | 2.0 | 4.7 | -9.8 | 28.2 | 2.0 | 87.5* | 21.5
N#Cc1ccc(COC(=O)CCc2c[nH]c3ccccc23)cc1 | 9.5 | -11.8 | -7.7 | -3.5 | -13.6 | -4.3 | 0.1 | -6.6
Cc1ccc2nc(-c3ccc(NC(=S)NC(=O)CC(C)C)cc3)sc2c1 | 6.6 | -1.4 | -1.1 | 1.7 | -115.5 | -1.5 | 4.6 | 16.7
O=C(OCC1COc2ccccc2O1)c1ccccc1F (centres undefined) | 33.2 | 5.4 | -3.6 | -1.9 | -3.2 | -1.9 | -0.1 | 1.9
O=C(COC(=O)/C=C/c1cccs1)NC1CCCCC1 | -4.2 | -1.9 | -6.5 | 9.4 | -0.2 | 0.6 | 0.1 | 10.6
O=C(COc1ccc(S(=O)(=O)N2CCCCC2)cc1Cl)N1CCCC1 | 9.3 | -1.0 | -4.7 | 2.2 | -9.3 | -2.5 | -0.4 | 4.7
Cc1c(C(=O)N2CCOCC2)cc(C(C)(C)C)n1-c1ccccc1 | 4.6 | 3.6 | 4.0 | -2.2 | -4.3 | 5.0 | 3.4 | 0.3
Cc1ccc(C(=O)NC(=S)Nc2nc(-c3cccc([N+](=O)[O-])c3)cs2)c(Cl)c1 | 31.1 | -0.9 | -5.8 | 10.4 | 16.9 | -1.4 | 1.9 | -2.1

Full records, looked up by structure:
O=C(COC(=O)/C=C/c1cccs1)NC1CCCCC1 across the screens: CCR6 antagonist: -4.2; GRIN3A LBD mod: -1.9; APOBEC3G inh: -6.5; CXCR6 inh: 9.4; Gli-Sufu block: -0.2; A3A deaminase: 0.6; MPTP inh: 0.1; EBI2 block: 10.6
O=C(OCC1COc2ccccc2O1)c1ccccc1F (centres undefined) across the screens: CCR6 antagonist: 33.2; GRIN3A LBD mod: 5.4; APOBEC3G inh: -3.6; CXCR6 inh: -1.9; Gli-Sufu block: -3.2; A3A deaminase: -1.9; MPTP inh: -0.1; EBI2 block: 1.9

Continuation.
SMILES | CCR6 antagonist | GRIN3A LBD mod | APOBEC3G inh | CXCR6 inh | Gli-Sufu block | A3A deaminase | MPTP inh | EBI2 block
Cc1ccccc1-n1c(=O)c2ccccc2n2nnnc12 | 0.4 | 1.2 | -10.1 | -9.7 | -27.7 | -1.8 | 1.7 | -6.3
O=c1[nH]c(-c2cccnc2)nc2ccccc12 | 2.5 | 2.5 | -0.9 | -1.8 | 1.9 | 5.5 | 2.0 | -6.3
Cc1ccc(NC(=O)CCN2C(=O)c3ccncc3C2=O)cc1 | 2.5 | 0.3 | -0.1 | -5.5 | -5.5 | 0.1 | -2.0 | 3.2
CC1=C(C(=O)Nc2ccccc2)C(c2ccc(Cl)cc2)n2c(s/c(=C/c3cccc(OCC(=O)O)c3)c2=O)=N1 (centres undefined) | 30.7 | -3.6 | -3.5 | 14.2 | 13.8 | -2.2 | 1.4 | 20.7
COc1ccc(CCNc2oc(COc3ccccc3Cl)nc2C#N)cc1OC | 5.3 | -11.5 | -9.6 | -2.1 | 4.0 | -4.2 | 1.8 | 14.4
CC1CN(C(=O)[C@@H]2CCCN2S(=O)(=O)c2ccc(Cl)cc2)CC(C)O1 (some centres undefined) | 6.2 | 0.1 | nt | -5.5 | 0.7 | nt | -0.5 | -2.0
COc1cc(NC(=S)NC(=O)c2ccc(C)cc2C)ccc1NC(=O)c1cccs1 | 47.7 | -0.7 | -2.1 | 26.8 | -8.4 | -1.9 | -0.7 | 20.6
Cc1ccc(C)c(N=Nc2ccc(O)c3ncccc23)c1 | 62.9* | -6.3 | -2.7 | 5.0 | 66.9* | 0.9 | 3.8 | 12.5
CCOC(=O)N1CCc2c(sc(NC(=O)C3COc4ccccc4O3)c2C(N)=O)C1 (centres undefined) | 3.2 | -3.2 | -7.2 | 1.5 | 6.2 | -5.2 | 0.0 | -2.5
CCNc1ccc(C(=O)Nc2ccc3nc(C)sc3c2)cc1[N+](=O)[O-] | 8.7 | -0.7 | -0.9 | -8.4 | -2.7 | 16.9 | 0.3 | -4.9
COc1cccc(N2CCN(CC(=O)NCc3cccs3)CC2)c1 | 0.2 | 0.0 | -5.1 | -7.1 | 0.3 | -0.9 | -0.1 | -5.8
CCOC(=O)C1(Cc2ccccc2C)CCCN(Cc2cc(OC)c(O)c(OC)c2)C1 (centres undefined) | -12.0 | 1.1 | -1.0 | -8.2 | 10.9 | 4.7 | 0.4 | 43.2
O=C(NN=Cc1ccc([N+](=O)[O-])cc1)C1CC1 | -1.3 | -0.9 | nt | -3.2 | -2.5 | nt | -0.3 | -12.8
CC(C)Cn1c(CN2CCN(C(=O)c3ccco3)CC2)nc2c1c(=O)n(C)c(=O)n2C | 3.0 | -1.1 | -0.7 | -1.5 | 3.5 | 2.3 | -1.6 | -7.0
Cc1ccc2c(CN3CCN(CCO)CC3)cc(=O)oc2c1C | 2.5 | -1.2 | -4.0 | -2.8 | 2.1 | 2.3 | 0.2 | -12.2
CC(=O)NCCc1nc2ccccc2n1CCOc1cccc(C)c1 | -1.4 | -1.0 | -7.0 | -1.6 | 8.3 | -1.0 | 1.6 | -7.2
C=CCOc1ccc2nnc(C)n2n1 | 1.9 | 1.8 | -8.6 | -5.2 | -12.4 | -3.0 | 0.4 | -6.3
Cc1cc(C)cc(C(=O)OCC(=O)NC2CCCC2)c1 | 2.3 | 1.2 | -2.1 | -8.6 | 5.4 | 0.9 | -0.3 | 2.4
Cc1ccc(C(=O)CSc2nccn2-c2ccccc2)cc1 | 4.2 | 0.4 | -6.1 | 6.8 | -14.9 | 3.0 | -1.9 | 3.0
CCCOC1CCCN(C(=O)c2ccc(OC3CCN(C(=O)COC)CC3)cc2)C1 (centres undefined) | 8.5 | 0.2 | -4.6 | 0.1 | -43.6 | -2.7 | -1.7 | 7.7
CCCCCN(C(=O)CCC(=O)OC(C)C(=O)c1ccccc1)c1c(N)n(CCCC)c(=O)[nH]c1=O (centres undefined) | 12.2 | 1.2 | -1.4 | -6.7 | -5.4 | 5.6 | -3.2 | -0.7
N#C/C(=C\c1cn[nH]c1-c1ccccc1Br)C(=O)O | 3.4 | 2.1 | -6.2 | 5.0 | 8.0 | -5.2 | 1.4 | -4.6
Cc1cccc(N2CCN(C(=O)C3CCN(S(=O)(=O)c4c(C)noc4C)CC3)CC2)c1C | 13.8 | -0.2 | -6.4 | -1.3 | 6.7 | -4.8 | -0.2 | 11.8
Cc1ccc(C(=O)NCC(=O)OCC(=O)c2ccc(Cl)s2)cc1 | 6.2 | 1.8 | -7.1 | 6.5 | -16.7 | -2.4 | -1.5 | -0.5
CCCn1nc(C(=O)NNC(=O)c2cc(S(=O)(=O)NC)ccc2Br)c2ccccc2c1=O | 4.9 | 0.9 | -2.6 | 10.8 | 2.8 | -4.3 | 0.3 | 4.4
COc1cccc(NC(=O)Cn2c(-c3cncs3)nc3ccccc32)c1 | 3.2 | -1.0 | -3.7 | 6.2 | -0.3 | 1.4 | -0.3 | -2.4
O=C(NC(=S)NC1CCS(=O)(=O)C1)c1ccccc1F (centres undefined) | 0.0 | 1.1 | 12.0 | 5.4 | -0.6 | -6.4 | 0.1 | -1.3
CC(C)COC(=O)n1ccc(C(=O)N2CCCCC2)n1 | -0.7 | -3.7 | -7.9 | 3.0 | 1.8 | -1.9 | -0.8 | 0.5
CCC(CC)C(=O)NCc1cccnc1 | 1.3 | 0.0 | -11.1 | -3.0 | 3.4 | -2.3 | 2.2 | -7.0
Cc1cc(OC(C)C(=O)N2CCN(c3ccccc3)CC2)c2c(C)c(C)c(=O)oc2c1 (centres undefined) | 3.8 | -3.0 | -4.6 | 4.1 | 25.0 | 0.9 | -1.2 | 14.2
